EP2 mod: modulators of human EP2 prostaglandin E2 receptor. P43116. EP2-expressing cells, cAMP HTRF FRET, PGE2 co-stimulation. induction, % at 25 µM. actives 0.83% (n = 260,000);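 active = compounds whose cAMP rise, as percent of the full-agonist control response, exceeds 60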;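 note: rat C6 glioma line stably carrying human EP2 under a CMV promoter; the protocol text gives 20 µM as final concentration; 100% = response of wells given 1 µM PGE2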
S1P4 agonist: agonists of human S1P4 receptor; actives 0.35% (n = 220,000); activation, % at 4.98 µM; AID 1509; O95977; S1P4-expressing cell line, agonist reporter assay; in the data active = activation above about 11%;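 note: 0% = DMSO vehicle and 100% = reference agonist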
Target sequence (O95977 whole entry, looked up): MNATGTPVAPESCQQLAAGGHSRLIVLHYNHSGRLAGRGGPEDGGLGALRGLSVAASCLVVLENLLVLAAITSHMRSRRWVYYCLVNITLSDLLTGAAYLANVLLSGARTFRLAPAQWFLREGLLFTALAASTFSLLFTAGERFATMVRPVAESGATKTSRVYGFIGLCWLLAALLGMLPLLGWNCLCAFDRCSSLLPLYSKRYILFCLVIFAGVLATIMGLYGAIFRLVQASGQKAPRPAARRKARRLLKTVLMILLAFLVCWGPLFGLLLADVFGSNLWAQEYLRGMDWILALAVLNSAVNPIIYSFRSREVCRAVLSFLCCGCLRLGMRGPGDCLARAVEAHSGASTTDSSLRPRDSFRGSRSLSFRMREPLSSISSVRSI
NPY-Y1 PAM-ag: human NPY-Y1 potentiation or agonism, primary screen; actives 0.37% (n = 220,000); activation, % at 3.6 µM; P25929; AID 1304; NPY-Y1 expressing cells, potentiator/agonist activation; in the data active = activation above about 33%, passing the limit was not always enough;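 note: cells stimulated with NPY at EC10 then isoproterenol at EC100; 0% = low agonist plus stimulus and 100% = saturating agonist plus stimulus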
eIF4E 4G PPI: blocks eIF4E binding to eIF4G | inhibition, % at 21.7 µM | AID 782 | P63073+Q04637 | TR-FRET eIF4E-eIF4GI(517-606) binding, 2 h | actives 0.37% (n = 220,000);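 active = inhibition above about 30%, limit read from the data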;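 note: 0% = full FRET control wells and 100% = background wells lacking eIF4GI fragment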
NPY2 pot ag: human NPY-Y2 potentiation or agonism, primary screen; activation, % at 3.6 µM; P49146; actives 0.45% (n = 220,000); cells expressing NPY-Y2, potentiator/agonist read-out; in the data active = activation above about 27%;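 note: cells stimulated with NPY near EC25 plus isoproterenol at EC100; 0% = vehicle plus submaximal agonist and 100% = vehicle plus saturating agonist; some results beyond the cut were filed as inactive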
Target sequence (P49146 whole entry, looked up): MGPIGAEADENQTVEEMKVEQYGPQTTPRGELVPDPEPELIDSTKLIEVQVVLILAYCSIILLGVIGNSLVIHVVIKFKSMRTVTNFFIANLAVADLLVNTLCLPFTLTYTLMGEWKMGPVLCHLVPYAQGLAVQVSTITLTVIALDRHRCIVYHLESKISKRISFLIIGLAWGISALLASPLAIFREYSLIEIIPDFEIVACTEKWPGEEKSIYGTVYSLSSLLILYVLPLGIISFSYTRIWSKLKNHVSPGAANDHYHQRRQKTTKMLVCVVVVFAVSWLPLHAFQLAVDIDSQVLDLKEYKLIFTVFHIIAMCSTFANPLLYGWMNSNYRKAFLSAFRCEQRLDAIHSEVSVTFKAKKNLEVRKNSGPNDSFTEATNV
NPY Y1 blocker: antagonists of human neuropeptide Y receptor Y1 | P25929 | HEK293-CNG Y1 cells, membrane potential fluorescence; NPY at EC95, then isoproterenol | inhibition, % at 3.6 µM | actives 1% (n = 200,000) | AID 1040;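 active = inhibition above the campaign mean inhibition of all tested compounds plus 3 SD, cut at about 20% in these data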;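 note: 0% = DMSO wells given NPY plus isoproterenol and 100% = isoproterenol alone without NPY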
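Material: HEK293 Y1/CNG channel cell line; also added: NPY (25 nM), isoproterenol (1 µM), Ro 20-1724 (25 µM); doses: one concentration, 3.6 µM, in 0.4% DMSO; schedule: compound incubation 1 h at room temperature, readout 45 min post-stimulation; technique: membrane potential fluorescence; measure: fluorescence ratio normalized to % inhibition between controls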
S1P4 antag: human S1P4 receptor antagonism; O95977; S1P4-expressing cells, antagonist mode, reporter read-out; inhibition, % at 4.98 µM; actives 0.26% (n = 220,000); AID 1510; in the data active = inhibition above about 29%;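 note: 0% = wells stimulated with agonist and 100% = vehicle wells without agonist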
PGE2 EP2 inh: blocks the human prostaglandin E2 receptor EP2 | P43116 | C6 glioma cells expressing human EP2, cAMP TR-FRET; cells stimulated with saturating PGE2 | inhibition, % at 25 µM | actives 0.52% (n = 260,000);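 active = percent inhibition above 40 after rounding to a whole number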;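 note: rat C6 glioma host cells with rolipram phosphodiesterase inhibitor present; the protocol text gives 20 µM as final concentration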
p97 ATPase inh: human p97 ATPase inhibition. recombinant p97 ATPase, Kinase-Glo ATP luminescence, 3 h. AID 1481. inhibition, % at 8 µM. actives 0.42% (n = 220,000); in the data active = inhibition above about 15%;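 note: 0% = DMSO vehicle and 100% = wells lacking enzyme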
The depositor's hits bear a star; x = no result given; & = joins results of further samples; [ ] = another dose, or the depositor's remark. Some of the compounds tested; the hit share may differ from the screen's.

Values run as follows: S1P4 agonist	NPY2 pot ag	S1P4 antag	PGE2 EP2 inh	EP2 mod	NPY-Y1 PAM-ag	eIF4E 4G PPI	p97 ATPase inh	NPY Y1 blocker
> CCOC(=O)C1=C(C)N=c2s/c(=C\c3cc(OC)c(OC)c(OC)c3)c(=O)n2C1/C=C/c1ccccc1 (stereo unspecified)
  -0.4	3	8	7	-1	-16	9	5	6
> Nc1nc(-c2ccccc2)c(N=Nc2ccccc2Cl)s1
  3.5	79*	-11	10	13	95*	11[fluorescence artefact?]	2	-27
> Cc1ccc(/C=N/N2C(=O)C3C(C2=O)C2C=CC3C23CC3)o1 (stereo unspecified)
  1.5	-6	14	11	24	1	0	-3	6
> O=C(O)c1cc([N+](=O)[O-])ccc1NCc1ccccc1
  -0.5	-38	-6	3	-20	-8	-4	-1	3
> COc1ccc(C2CC(c3cccs3)=NN2S(C)(=O)=O)cc1 (stereo unspecified)
  1.0	4	6	9	-13	-12	0	2	x
> Cc1ccc(-c2csc(NC(=O)Cc3cccs3)n2)cc1C
  0.3	-7	-17	2	8	19	3	1	2
> O=C(NCc1ccc(Cl)cc1)c1cnccn1
  0.3	-3	-12	10	13	-4	-9	4	4
> CCc1ccc(-n2nc3ccc(NC(=O)c4ccc5c(c4)OCO5)cc3n2)cc1
  1.5	-2	1	2	-11	-6	-3	3	-3
> OCCNc1nc(-c2ccccc2)nc2ccccc12
  -0.4	11	-17	4	-32	9	-5	7	-3
> O=C(NC1CCCCC1)c1ccc(CS(=O)(=O)Cc2ccccc2F)o1
  0.0	2	-14	8	10	-18	1	0	7
> Clc1ccc2oc3c(Cl)ncnc3c2c1
  0.8	14	-8	12	-7	6	14	6	-5
> O=C1C2CCCN2C(c2ccc(F)cc2)N1c1ccc(Cl)cc1 (stereo unspecified)
  -0.8	-5	-9	6	16	1	-2	-10	0
> COc1cccc(-c2nnc(SCC(=O)N(C(C)C)C(C)C)o2)c1
  1.0	12	-23	4	9	-16	-1	-1	11
> Cc1ccc(SCC(=O)NC(=O)NCCC(C)C)c(C)c1
  3.0	-14	-14	4	2	-19	0	-2	5
> Cc1ccc(NC(=O)c2ccncc2)cc1S(=O)(=O)N(C)C
  1.1	8	-3	1	7	9	2	6	-1
> CCC(CC)c1nnc(NC(=O)CCN2C(=O)c3ccccc3C2=O)s1
  0.2	-1	-4	11	19	-25	-3	-11	1
> CCOC(=O)c1cccc(NS(=O)(=O)Cc2ccccc2)c1
  -0.4	-2	-12	5	-63	-5	0	2	7
> O=C1NC(=Nc2ccc(F)cc2)SC1Cc1ccc(F)cc1 (stereo unspecified)
  -0.4	12	1	12	-16	13	0	4	x
> CCOC(=O)c1[nH]c(C)c(C(=O)Nc2cc(OC)ccc2OC)c1C
  0.2	-10	-18	x	-8	-35	1[fluorescence artefact?]	-5	17
> O=C1CCCC2=C1C(c1cccs1)CC(=O)N2c1ccc(F)cc1 (stereo unspecified)
  -4.2	5	13	5	-13	0	8	8	2
> O=C(Nc1ccncc1)c1ccccc1[N+](=O)[O-]
  0.2	0	-22	4	-22	-2	2	5	3
> COc1ccc(NC(=O)N2CCCC2C(=O)Nc2ccc(C)cc2)cc1 (stereo unspecified)
  -0.5	5	-8	8&11	20&3	7	1	3	-3
> CCn1c(=O)cc(OCC(=O)O)c2ccccc21
  -1.6	5	2	10	14	3	-5[fluorescence artefact?]	8	4
> CCCCC(=O)Nc1cc([N+](=O)[O-])ccc1Cl
  -0.6	12	-14	1	6	-7	5	3	3
> Cc1c(C#N)c(N)c(C(=O)c2ccccc2)n1Cc1ccccc1
  1.4	6	10	10	0	14	3[fluorescence artefact?]	5	3
> O=C(Nc1ccccc1)OCCCc1ccccc1
  -0.8	-15	-8	0	-55	-4	2	-5	2
> CCOC(=O)[C@H](CCc1ccccc1)N[C@@H](C)C(=O)N1CCC[C@H]1C(=O)O
  0.1	3	-2	15&12	34&12	-13	1	5	-6
> CCC1CCC(C(=O)NC(CCSC)C(=O)NCCN(CC(C)C)CC(C)C)CC1 (stereo unspecified)
  1.6	6	-10	-2	11	-6	2	0	-1
> O=C(COc1ccc(C(F)(F)F)cc1[N+](=O)[O-])Nc1cccc(C(F)(F)F)c1
  1.8	0	-32	5	4	6	4[fluorescence artefact?]	-4	11
> CC1(C)Oc2ccc(C(=O)NC3CC3)cc2N(CC(=O)N2CCOCC2)C1=O
  -1.0	7	-5	5&11	14&24	-2	-7[fluorescence artefact?]	4	4
> O=C(COC(=O)COc1ccc2ccccc2c1)Nc1cc(C(F)(F)F)ccc1N1CCOCC1
  1.8	-41	-6	11	-6	-9	11	-1	16
> N=C1C(c2nc3ccccc3s2)=C(O)CN1C1CCCCC1
  2.2	-9	0	13	-26	16	4	4	-2
> CCCc1nc2ccccc2c(C(=O)OCC(=O)Nc2c(C)n(C)n(-c3ccccc3)c2=O)c1CC
  -0.5	3	-7	6	0	-1	0	-7	8
> Cc1ccc2nc(SCC(=O)Nc3cccc(S(N)(=O)=O)c3)[nH]c2c1
  -1.9	-15	-9	8	3	6	-15	4	x
> COc1ccccc1-c1nc(N)n[nH]1
  -0.7	-3	8	12	10	8	4	5	1
> CCOC(=O)c1c(NC(=O)CN2CCCCC2)sc(CN(C)C)c1-c1ccccc1
  2.2	-20	-10	8	54	-19	1	0	3
> Oc1ccc(CN2CCC(Cc3ccccc3)CC2)c2cccnc12
  1.2	-1	-1	9	20	2	-4	8	-3
> Cc1ccc(NC(=O)c2ccc(CSc3nccc(C)n3)cc2)cc1
  1.7	10	5	22	-22	8	3	3	7
> C=CCn1c(Cc2cccs2)nnc1SCC(=O)Nc1cccc(OC)c1
  -1.8	7	-4	4	11	-10	-4	0	-3
> Cc1ccc(/C=C/C(=O)c2c(C)cc(C)[nH]c2=O)cc1
  0.6	-4	8	8	19	7	7	0	-5
> OC(CN(c1ccccc1)c1ccccc1)Cn1cnc2ccccc21 (stereo unspecified)
  0.9	1	-2	7	28	-18	1	5	-1
> O=C(Nc1ccc2nc3n(c(=O)c2c1)CCCCC3)c1ccccc1Cl
  1.9	-2	-11	7	11	-4	0[fluorescence artefact?]	-4	2
> COC(=O)Nc1sc(C)nc1-c1ccccc1
  1.6	7	-22	9	8	6	2	0	3
> CCn1cc(C(=O)Nc2ccc(-n3cnnn3)c(OC)c2)c(=O)c2ccc(C)nc21
  1.2	-1	2	3	20	-7	-40	-2	5
> Cc1cc(NC(=O)CCN2C(=O)C3C4C=CC(C4)C3C2=O)ccc1Br (stereo unspecified)
  1.2	-6	4	9	-42	-11	-3	-5	8
> Cc1ccccc1Nc1scc(-c2ccc(Br)cc2)[n+]1-c1ccccc1C
  2.4	-14	-15	3	36	-15	-1	-3	32*
> Cn1c(N/N=C\c2cccc(O)c2)cc(=O)n(C)c1=O
  0.3	-1	-14	2	-40	-10	6	-6	5
> O=C(NCc1ccc(Cl)cc1)c1cc2ccccn2n1
  2.4	3	-6	8	-12	-11	-1	0	8
> COc1cccc(N(C(=O)Cn2nnc(-c3cccs3)n2)C(C(=O)NC(C)C)c2ccc(C)o2)c1 (stereo unspecified)
  -1.5	7	-3	13	42	0	5	3	-5
> CC1=[N+](C)N(c2ccccc2)C(=O)C1N=C/C=C/c1ccccc1 (stereo unspecified)
  -0.7	-25	-13	8	-19	-5	1	-4	x
> Cc1cc2nnc(SCc3ccccc3)n2c(N)n1
  -0.3	-1	-7	4	15	16	-6[fluorescence artefact?]	3	4
> COC(=O)C(Cc1ccccc1)NC(=O)c1cc(=O)[nH]c2ccccc12 (stereo unspecified)
  3.2	-2	-6	2	17	16	2	7	3
> COc1ccccc1-n1cnc2cc(NCc3ccccc3O)ccc21
  0.0	-6	0	4	-31	12	4	-1	x
> CCOC(=O)c1sc(NC(=O)CSc2nc(C)cc(C)n2)c(C#N)c1C
  0.2	0	-27	7	8	7	-1	-1	4
> COc1ccc(/C(C)=N/N=C(\C)c2ccc(OC)cc2OC)c(OC)c1
  -0.2	4	-10	10	-12	-9	3	10	4
> Cc1[nH]c2ccccc2c1C(=O)C(C)OC(=O)c1ccc([N+](=O)[O-])o1 (stereo unspecified)
  0.3	7	10	6	-59	14	1	5	-1
> Cc1ccc(C(=O)N2CCN(c3ccc(NC(=S)NC(=O)Cc4ccccc4)cc3)CC2)cc1
  0.2	9	-1	4	-17	13	-8	0	-2
> COc1ccc(NC(=O)C(F)(F)F)cc1OC
  0.2	-9	-11	13	-6	1	10[fluorescence artefact?]	2	4
> Fc1cc(Cl)c(OCc2noc(-c3ccsc3)n2)c(Cl)c1
  2.0	-38	9	12	12	-19	-3	-7	x
> COc1ccccc1CCc1nnc(CCC(=O)N(C)Cc2cccc3ncccc23)o1
  -1.5	5	-12	4	-19	0	3	2	5

(cont.)
Values run as follows: S1P4 agonist	NPY2 pot ag	S1P4 antag	PGE2 EP2 inh	EP2 mod	NPY-Y1 PAM-ag	eIF4E 4G PPI	p97 ATPase inh	NPY Y1 blocker
> COC(=O)C(NC(=O)c1ccccc1)=C1C=C(C)OC(C)=C1
  0.1	5	-15	16	14	11	-3[fluorescence artefact?]	-2	4
> CCC1C(=O)c2ccccc2N(C)C1=O (stereo unspecified)
  -0.3	2	12	4	17	0	20	1	5
> COc1ccc(CN2CCSCC2)cc1C
  -0.3	13	-6	17	-30	-8	8	2	3
> COC(=O)c1ccc(NC(=O)CSCc2ccc(C)cc2)cc1
  0.9	-10	-8	7	-11	-14	8	-8	10
> CS(=O)(=O)n1nc(OC(=O)c2cc(Br)ccc2Cl)cc1N
  0.0	-3	11	2	6	-21	6	-6	5
> Nc1c(C(=O)OCC(=O)NCc2ccccc2)[nH]c(=O)[nH]c1=O
  -0.1	-11	3	0	-22	3	-13	11	x
> CN(C(=O)CSc1nnc(-c2ccncc2)n1Cc1ccccc1)C1CCS(=O)(=O)C1 (stereo unspecified)
  -1.6	0	2	-1	44	-3	5	7	0
> O=C(COC(=O)c1ccccc1)Nc1ccc(Cl)cn1
  -0.4	11	5	6	-9	29	-1	4	1
> CC1=C(C(=O)OC(C)C)C(c2cccs2)NC(=S)N1 (stereo unspecified)
  -0.2	2	3	11	2	-26	0	4	7
> C=CCn1c(SCc2c(F)c(F)c(F)c(F)c2F)nc(O)cc1=O
  -0.6	-1	14	9	-5	-3	14	4	11
> Cc1ccc(C)c(-n2c(CNC(=O)c3ccco3)nnc2SCC(=O)N2CCc3ccccc32)c1
  -2.3	10	2	x	15	-1	1	-1	-2
> C(=N\n1cnnc1)/c1ccc(N2CCOCC2)cc1
  1.1	-4	4	2	1	26	4	-3	4
> C[C@@H](C(=O)Nc1ccc2ccccc2c1)[C@@H]1C[C@@]1(C)[C@@H](NC(=O)c1cnccn1)c1ccccc1
  0.2	7	8	12	5	-17	7[fluorescence artefact?]	9	11
> CC(=O)CCC(=O)c1ccc2ccccc2c1
  0.0	-12	-5	2	2	-26	11	1	8
> CCOc1ccc(N2C(=O)CC(SCCN)C2=O)cc1 (stereo unspecified)
  0.0	7	-1	7	9	-10	-1	-1	-1

Ordered by value in NPY2 pot ag (low to high): some entries from above
canonical_smiles	S1P4 agonist	NPY2 pot ag	S1P4 antag	EP2 mod	NPY-Y1 PAM-ag	eIF4E 4G PPI	p97 ATPase inh
CN(C(=O)CSc1nnc(-c2ccncc2)n1Cc1ccccc1)C1CCS(=O)(=O)C1 (stereo unspecified)	-1.6	0	2	44	-3	5	7
CCOc1ccc(N2C(=O)CC(SCCN)C2=O)cc1 (stereo unspecified)	0.0	7	-1	9	-10	-1	-1
Cc1ccc(C)c(-n2c(CNC(=O)c3ccco3)nnc2SCC(=O)N2CCc3ccccc32)c1	-2.3	10	2	15	-1	1	-1

From PubChem BioAssay
